ARFGAP1 inh = inhibitors of rat ARFGAP1. inhibition, % at 16.5 µM. Arfgap1-stimulated ARF1 GTP hydrolysis, GDP FP detection. 0.26% of 360,000 active. AID 651572. Q62848;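 active = inhibition above a per-plate limit, mean inhibition of low control wells plus 3 SD, cut at about 25% in these data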;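 also: 0% = DMSO wells with enzyme and 100% = wells lacking Arfgap1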
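Replicates: Single well per compound | Assay system: Truncated rat Arfgap1 GAP domain | Control set: No-Arfgap1 wells (100%) versus DMSO full-reaction wells (0%) | Times: Enzyme reaction 120 min at 25 °C after 20 min preincubation | Reagent: Human ARF1(Δ1-17)-GTP substrate | Measured by: Tracer-displacement fluorescence polarization with EDTA stop, 620/688 nm | Measure: Percent inhibition of Arfgap1-stimulated GTP hydrolysis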
ASAP1 inh = ASAP1 ArfGAP inhibition; Q9ULH1; ASAP1-stimulated ARF1 GTP hydrolysis, GDP FP detection; inhibition, % at 16.5 µM; 0.19% of 360,000 active; in the data active = inhibition above about 25%;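 also: 0% = vehicle with enzyme and substrate and 100% = no enzyme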
SIAE primary = blocks human sialic acid acetylesterase; inhibition, % at 9.66 µM; 0.69% of 370,000 active; SIAE FP-Rh probe binding, fluorescence polarization; Q9HAT2;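 active = inhibition above a cutoff: mean of compounds within the control limits plus 3 SD of those, cut at about 17% in these data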;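 also: 0% = plate median of compound wells and 100% = probe without SIAE protein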
PLCb3 inh = inhibitors of human phospholipase C beta3; Purified PLC-beta3, fluorogenic substrate, fluorescence; inhibition, % at 12.2 µM; 0.18% of 370,000 active; in the data active = inhibition above about 11%;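 also: 0% = median of compound wells on plate and 100% = full blocker control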
Target sequence (Q01970 whole entry, looked up): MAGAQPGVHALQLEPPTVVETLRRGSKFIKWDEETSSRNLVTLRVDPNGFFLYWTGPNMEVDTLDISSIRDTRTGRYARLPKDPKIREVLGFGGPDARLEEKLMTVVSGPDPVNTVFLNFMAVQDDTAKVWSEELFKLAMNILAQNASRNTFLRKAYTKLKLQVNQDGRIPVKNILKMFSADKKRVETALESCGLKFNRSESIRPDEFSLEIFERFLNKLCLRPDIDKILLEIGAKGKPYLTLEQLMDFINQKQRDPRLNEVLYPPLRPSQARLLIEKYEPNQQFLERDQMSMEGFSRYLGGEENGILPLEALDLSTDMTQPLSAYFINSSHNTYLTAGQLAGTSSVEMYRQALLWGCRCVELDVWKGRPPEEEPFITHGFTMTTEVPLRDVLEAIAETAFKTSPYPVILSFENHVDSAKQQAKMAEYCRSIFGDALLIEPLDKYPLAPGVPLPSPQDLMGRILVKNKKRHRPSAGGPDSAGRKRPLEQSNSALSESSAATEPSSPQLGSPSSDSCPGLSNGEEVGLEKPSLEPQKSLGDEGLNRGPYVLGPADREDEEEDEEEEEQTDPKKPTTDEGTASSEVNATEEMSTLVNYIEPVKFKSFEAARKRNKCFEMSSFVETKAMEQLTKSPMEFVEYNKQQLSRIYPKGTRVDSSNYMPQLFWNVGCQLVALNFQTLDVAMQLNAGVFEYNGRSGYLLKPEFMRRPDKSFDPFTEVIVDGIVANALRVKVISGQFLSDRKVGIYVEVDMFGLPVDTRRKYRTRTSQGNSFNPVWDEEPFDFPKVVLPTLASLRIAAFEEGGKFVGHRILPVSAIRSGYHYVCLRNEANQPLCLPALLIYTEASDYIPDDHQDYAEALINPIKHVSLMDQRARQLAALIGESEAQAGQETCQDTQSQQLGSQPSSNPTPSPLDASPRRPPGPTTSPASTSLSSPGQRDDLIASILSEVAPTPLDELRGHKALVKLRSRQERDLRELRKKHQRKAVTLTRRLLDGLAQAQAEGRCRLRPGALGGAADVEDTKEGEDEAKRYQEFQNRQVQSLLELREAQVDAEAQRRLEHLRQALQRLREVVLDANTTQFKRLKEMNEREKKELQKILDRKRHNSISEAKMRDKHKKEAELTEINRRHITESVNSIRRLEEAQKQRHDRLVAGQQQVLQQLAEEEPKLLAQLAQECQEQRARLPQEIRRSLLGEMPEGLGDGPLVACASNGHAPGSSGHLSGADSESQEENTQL
ADAM10 inh = ADAM10 inhibition, QFRET primary screen; recombinant ADAM10, EDANS/DABCYL FRET peptide cleavage, 3 h; inhibition, % at 7 µM; 0.62% of 370,000 active;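 active = inhibition above a per-campaign cutoff equal to the mean of compounds falling between control-based bounds plus 3 SD, cut at about 20% in these data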;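 also: 0% = DMSO wells while the 100% control is not disclosed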
Tn6 DDE FP = inhibitors of Tn6 peptide binding to human fibrin DD(E); inhibition, % at 8.3 µM; P02675; Fibrin DD(E) TRITC-Tn6 fluorescence polarization displacement; 0.21% of 370,000 active; AID 720509;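 active = inhibition above a per-campaign cutoff: mean of compounds within control limits plus 3 SD, cut at about 15% in these data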;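 also: 0% = median of all compound wells on the plate and 100% = blocking peptide control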
PLC-gamma1 inh = blocks human PLC-gamma1 enzyme activity. P19174. purified PLC-gamma1, fluorogenic substrate, fluorescence. inhibition, % at 12.2 µM. 0.84% of 370,000 active; in the data active = inhibition above about 9.5%
Tn7 DDE FP = disrupts Tn7 cyclic peptide binding to fibrin D-Dimer-E complex; FP displacement of FITC-Tn7 peptide from fibrin DD(E); 0% = median of compound wells per plate; P02675; inhibition, % at 8.3 µM; 0.13% of 370,000 active;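 active = inhibition above the mean of compounds falling within the control limits plus 3 SD of them, cut at about 14% in these data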;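 also: 0% = plate median of compound wells and 100% = 10 µM Aha-Tn7 peptide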
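Measure: % inhibition scaled between sample-field median and high-control FP; Test system: human fibrin DD(E); Quantity: 2 µM final DD(E) protein; Doses: one dose, 8.3 µM nominal; Schedule: compound with protein 10 min, then 3 h after probe, room temperature; Detection: fluorescence polarization; Medium: Tris buffer with calcium and detergent, pH 7.8.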
ADAM17 inh = inhibits human ADAM17 | inhibition, % at 6.95 µM | recombinant ADAM17, EDANS/DABCYL FRET peptide cleavage | 0.83% of 370,000 active;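 active = inhibition above the mean of compounds lying between control limits plus 3 SD, set per campaign, cut at about 8.5% in these data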;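 also: 0% = DMSO-only wells as the low control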
TDP2 inh = blocks human TDP2 phosphodiesterase activity | recombinant TDP2, T5PNP hydrolysis, p-nitrophenol absorbance 415 nm | inhibition, % at 12.8 µM | 0.34% of 370,000 active | AID 720702;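 active = inhibition above the mean of all tested compounds plus 3 SD, set per campaign, cut at about 25% in these data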;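 also: 0% = DMSO with enzyme and 100% = buffer with substrate but no TDP2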
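Evaluation: % inhibition relative to enzyme-containing and enzyme-free wells. Material: recombinant human TDP2. Benchmarks: enzyme-free and DMSO wells. Timing: enzyme reaction with compound for 2 h at 37 °C. Compound dosing: 12.8 µM only. Measured by: p-Nitrophenol epi absorbance. Reagent: T5PNP substrate at 5 mM, a TopII-DNA adduct mimic. Replication: single well per compound.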
An asterisk follows results filed as active; · = not tested or not shown. Hits appear at their usual frequency. Share with any hit: about 3.6%.

SMILES,ARFGAP1 inh,ASAP1 inh,SIAE primary,PLCb3 inh,ADAM10 inh,Tn6 DDE FP,PLC-gamma1 inh,Tn7 DDE FP,ADAM17 inh,TDP2 inh
CO[C@H]([C@H](C)/C=C/N(C)C=O)[C@@H](C)C(O)CC[C@H](C)[C@H](O)[C@H](C)[C@H]1OC(=O)/C=C/C(C)=C/C[C@H](O)C[C@@H]2C=CC[C@@H](C[C@H](OC)[C@@]3(CO3)[C@@H](OC)C[C@@H](OC)[C@@H]1C)O2 (stereo not given in full),·,·,1.5,-4.9,2.9,-4.7,2.0,-5.9,-4.7,-2.3
CC(=O)c1ccc(S(=O)(=O)N2CCN(CC(=O)Nc3ccc(Cl)c([N+](=O)[O-])c3)CC2)cc1,3.4,4.8,0.3,-1.5,3.6,-2.6,1.1,0.8,-3.1,3.8
O=C(O)c1cccc(NN=C2c3ccccc3-c3ccccc32)c1,-4.7,1.2,-7.6,-9.4,-2.1,5.5,-5.2,5.9,0.8,-19.1
NC(=O)CC(c1ccccc1)c1ccc2c(c1)OCO2 (stereo not given),-2.3,10.4,1.4,1.2,-8.7,-4.1,4.7,-5.9,-5.1,3.1
O=C(NC1CCCCC1)N1CCN(c2ccccc2Cl)CC1,13.0,-1.5,1.2,-3.7,-0.2,2.8,0.6,8.4,-3.0,6.5
Cc1cc(Br)cn2c(Cc3ccsc3)c(-c3ccc(F)cc3)nc12,-1.0,0.6,14.8,-11.2,-12.2,2.6,-6.3,4.8,-3.5,-0.5
O=C(N[C@H]1CC1c1ccccc1)c1ccc([N+](=O)[O-])cc1 (stereo not given in full),15.9,8.5,-6.1,-4.1,-1.0,2.6,1.2,1.9,0.1,-5.4
Cc1ccc(NC2CCCN(C(=O)CN3C(=O)CSC3=O)C2)cc1C (stereo not given),2.4,-0.7,6.6,-2.3,0.1,7.8,2.8,3.6,-2.0,13.4
Cn1ccnc1C(O)c1cc(C(C)(C)C)c(O)c(C(C)(C)C)c1 (stereo not given),0.1,7.4,-3.9,-0.2,-0.7,-10.7,0.7,-8.4,-1.9,-4.6
Cc1csc(NC(=O)CSC2=NCCS2)n1,15.7,-0.2,-0.9,-0.8,8.8,5.5,5.6,1.5,-4.5,1.4
CCOc1ccc(NC(=O)C2CC3CCC2C3)cc1 (stereo not given),-11.3,-12.3,-2.6,-5.7,-3.7,-0.8,1.6,1.2,-2.1,7.5
CCCCc1nnc(NC(=O)C2CC(=O)N(Cc3ccccc3)C2)s1 (stereo not given),2.5,-11.7,-8.9,-8.3,-3.7,-3.5,4.1,-0.9,0.5,-3.7
FC(F)(F)c1cc(C(F)(F)F)c2ccc(N3CCOCC3)nc2n1,-1.8,1.4,-0.5,-45.0,-6.1,-0.8,-31.4,4.4,-4.7,15.4
CCSc1nc2sc3c(c2c(=O)n1C1CCCCC1)CCN(C)C3,-5.8,-0.4,-1.3,-30.5,-35.8,-0.4,-22.8,5.4,-18.7,-5.5
CN(Cc1c(F)cccc1Cl)c1ccc(S(=O)(=O)N2CCOCC2)cn1,4.2,3.9,4.4,0.2,3.4,12.5,3.5,4.2,2.0,3.6
N=c1sccn1CC(=O)NCCc1ccc(Cl)cc1,2.8,10.2,0.2,2.6,5.7,-7.5,10.1*,0.0,3.2,-8.6
CC(=O)Nc1ccc(S(=O)(=O)NCCc2cc3c(C)ccc(C)c3[nH]c2=O)cc1,-11.6,3.7,3.4,-4.8,-32.4,7.1,0.0,3.7,-7.3,-4.7
CC(=O)Nc1cc(S(=O)(=O)Nc2cccc(C)c2)c(C)cc1C,-0.8,2.3,-2.4,5.0,7.4,-3.5,3.4,-4.5,-1.1,-3.6
COc1cccc(/C=N/NC(=O)CSc2ccccc2C)c1OC,10.3,16.8,-4.1,-2.4,1.6,-1.8,-2.6,-1.9,0.7,-11.0
Cc1ccc(NC(=O)C(Cc2ccccc2)n2cccc2)cc1 (stereo not given),7.9,5.8,7.3,-2.1,8.2,-8.5,3.8,2.5,2.8,10.8
CC1=C(C(=O)OCc2ccccc2)C(c2ccc([N+](=O)[O-])cc2)NC(=O)N1 (stereo not given),2.0,7.0,-0.7,-4.7,3.0,-4.4,-0.1,-1.8,-2.0,-8.7
CCN(CC)S(=O)(=O)c1ccc(C)c(NC(=O)COc2ccc(Br)cc2Cl)c1,5.5,4.1,4.3,3.0,7.0,-6.2,-0.8,5.6,0.6,-3.8
Cc1cc(Cl)cc2sc(NC(=O)C3CC3)nc12,0.1,6.9,3.6,2.0,-4.7,-0.7,3.6,2.5,-1.1,-3.7
O=Cc1cn(CC(=O)Nc2ccc(F)cc2)c2ccccc12,4.5,-4.1,7.7,2.2,1.0,1.8,3.5,-3.6,1.8,2.2
Cc1ccc(C)c(S(=O)(=O)N2CCN(C(=O)CCC(=O)NCc3ccc(Cl)cc3Cl)CC2)c1,-14.8,3.0,-8.2,-1.4,6.9,14.1,-1.5,4.9,5.0,-9.5
Cc1cccc(NCC(=O)N/N=C\c2cccn2C)c1,-1.2,2.6,8.3,-5.9,13.3,-4.4,10.8*,-3.2,0.2,-8.1
CNC(=O)C[C@H]1C(=O)N(c2ccccc2)C[C@@H]1CSC,-4.2,-3.8,7.5,-0.7,-2.7,1.5,1.2,0.7,-1.4,-0.8
CCC(C)NC(=O)C1CCC(CNS(=O)(=O)c2ccc3c(c2)CC(C)N3C(=O)C2CC2)CC1 (stereo not given),3.0,-9.5,-6.1,-4.9,8.2,0.1,2.1,-2.8,-2.6,-10.9
CCc1ccc(C2CC(=O)N3CN(c4ccccc4)CSC3=C2C#N)cc1 (stereo not given),-13.7,-2.7,1.4,-1.0,-8.6,6.3,0.1,8.0,-4.4,-2.8
CSc1n[nH]c(N)c1S(=O)(=O)c1ccc(Cl)cc1,7.0,-7.1,3.3,-4.2,6.7,-6.2,0.6,2.8,-4.0,0.3
COc1ccc(OC)c(NC(=S)NCCN2CCOCC2)c1,8.9,-13.7,-0.5,0.6,0.8,6.7,-1.7,-2.3,-1.1,-10.7
COC(=O)/C(=C/Nc1ccccc1)[N+](=O)[O-],12.2,-4.2,2.6,-3.2,4.0,-0.6,0.3,1.0,-1.0,4.0
CCOC(=O)N1CCN(C(=O)CSc2ccc(C(F)(F)F)cc2[N+](=O)[O-])CC1,11.3,1.7,-10.1,-10.2,8.7,-3.8,-1.5,6.2,-3.6,-11.6
Cc1ccc2c(C)c(C(=O)NCc3ccc(S(N)(=O)=O)cc3)oc2c1,-11.9,-5.1,-2.8,3.6,3.8,2.4,3.0,-3.8,0.2,-8.9
Cc1cc(O)cc2c1C(=O)/C(=C/c1ccco1)O2,11.8,-6.6,-9.2,-358.1,-40.4,-7.2,-254.8,6.5,-17.2,-6.5
CN(C)C(=O)CN1CCN(c2nc3nonc3nc2N2CCCCC2)CC1,-4.6,-3.8,-1.8,2.2,10.4,8.7,1.5,1.0,0.8,12.7
COCc1ccc(CN2CCC(n3nccc3NC(=O)CCOc3ccccc3)CC2)o1,4.4,9.7,-3.8,-2.6,-7.4,-9.6,1.6,-4.1,-2.0,-1.9
O=C(Cc1ccc(F)cc1)NCC1CCCO1 (stereo not given),-0.3,2.9,-5.8,2.3,-3.3,3.8,2.8,0.6,-4.5,-2.6
O=C(CCC1CCCCC1)NCc1ccncc1,4.4,6.8,-0.6,1.7,-5.5,0.5,-1.1,4.5,-3.4,-1.2
COc1cc(/C=N\NC(=O)c2cccnc2)ccc1OC(=O)c1ccccc1Cl,5.6,2.3,-21.1,-6.0,-4.8,-5.1,-2.3,3.0,-1.4,-6.4
O=C(OCC(=O)N1CCCc2ccccc21)c1cnc(Cl)c(Cl)c1,11.0,-6.0,-5.6,-0.1,-4.6,-3.4,0.4,1.8,-1.3,-2.5
O=C(CN1CCCCC1)NC(=O)Nc1ccccc1F,-1.4,1.6,8.6,-0.9,0.3,-3.9,-2.0,1.6,-2.8,7.2

3 compounds already listed, ordered by SMILES length, smallest number first:
SMILES,ARFGAP1 inh,ASAP1 inh,SIAE primary,PLCb3 inh,ADAM10 inh,Tn6 DDE FP,PLC-gamma1 inh,Tn7 DDE FP,ADAM17 inh,TDP2 inh
COC(=O)/C(=C/Nc1ccccc1)[N+](=O)[O-],12.2,-4.2,2.6,-3.2,4.0,-0.6,0.3,1.0,-1.0,4.0
Cc1ccc2c(C)c(C(=O)NCc3ccc(S(N)(=O)=O)cc3)oc2c1,-11.9,-5.1,-2.8,3.6,3.8,2.4,3.0,-3.8,0.2,-8.9
COCc1ccc(CN2CCC(n3nccc3NC(=O)CCOc3ccccc3)CC2)o1,4.4,9.7,-3.8,-2.6,-7.4,-9.6,1.6,-4.1,-2.0,-1.9

Two compounds drawn at random from the list so far, as already listed:
SMILES,ARFGAP1 inh,ASAP1 inh,SIAE primary,PLCb3 inh,ADAM10 inh,Tn6 DDE FP,PLC-gamma1 inh,Tn7 DDE FP,ADAM17 inh,TDP2 inh
CN(C)C(=O)CN1CCN(c2nc3nonc3nc2N2CCCCC2)CC1,-4.6,-3.8,-1.8,2.2,10.4,8.7,1.5,1.0,0.8,12.7
COc1cc(/C=N\NC(=O)c2cccnc2)ccc1OC(=O)c1ccccc1Cl,5.6,2.3,-21.1,-6.0,-4.8,-5.1,-2.3,3.0,-1.4,-6.4

Screens from PubChem.
